Screening results (PubChem)
Myeloid diff MLP – promotes myeloid progenitor differentiation; ER-HoxA9 myeloid progenitors, lysozyme-GFP differentiation, flow cytometry; calls only at 10 µM; 360,000 compounds, 1% hits; AID 624256;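 active = normalized GFP-positive differentiation at or above the plate's own cutoff, the solvent-only control mean plus 3 SD; inconclusive = no clear call, values can overlap the other calls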;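 note: cells exposed to compound for four days before flow analysis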
Myeloid diff MLP GFP+ MAC1+ % – also measured in Myeloid diff MLP; calls as there; GFP+ MAC1+ double positive, %; measured here: differentiation confirmed by MAC1 staining
* = called active by the depositor; i = inactive; ? = inconclusive; . = not tested or not shown. These rows are one share of the data (hit frequency here may not be typical).

SMILES | Myeloid diff MLP | Myeloid diff MLP GFP+ MAC1+ %
CCC/C=C/c1ccc(CN2C(C(C)C)C(=O)N(Cc3cn(CCOCOC)nn3)CCS2(=O)=O)cc1 (centres undefined) | i | 1.7
Cc1ccc(C(=O)CC(C(=O)O)n2cncn2)cc1 (centres undefined) | i | 1.3
CCOC(=O)C1=CN(Cc2cccc(F)c2)S(=O)(=O)N(CC)C1c1ccc(Br)cc1F (centres undefined) | i | 0.2
C/C(=N\Nc1ccccc1)c1cccs1 | i | 0.7
C[C@H](CO)N1C[C@H](C)[C@@H](CN(C)Cc2ccncc2)Oc2ncc(Br)cc2C1=O | i | 1.0
CCC(=O)c1cn(CC(=O)Nc2ccc(F)cc2)c2ccccc12 | i | 0.5
Cc1ccc(S(=O)(=O)N2CCN(C(=O)N3CCCCC3)CC2)c(C)c1 | i | 0.7
C(=C\c1ccccc1)/CN1CCN(C(c2ccnc3ccccc23)c2nnnn2C2CCCC2)CC1 (centres undefined) | i | 1.2
Cc1nc2ccccc2nc1CC(O)(c1ccccc1)c1ccccc1 | i | 0.4
Cc1cc(C)n2nc(SC(C)C(=O)N3CCCC3)nc2n1 (centres undefined) | i | 0.9
COc1ccccc1N(CC(=O)Nc1ccc(Br)cc1F)S(=O)(=O)c1cccs1 | i | 1.0
CC(C)Nc1ncnc2c1ncn2[C@H]1CN(Cc2cccnc2)C[C@@H](CO)O1 | i | 0.9
CCc1nc2c(OCCn3cccc3)cccn2c1N(C)C(=O)c1cccs1 | i | 1.0
CC(OC(=O)c1ccccc1C(=O)O)c1ccccc1 (centres undefined) | i | 0.6
O=C(Cc1cccc2ccccc12)NN=Cc1ccc2c(c1)CCC2 | i | 1.9
CC(C)(C)n1nnnc1C(CCc1ccccc1)N1CCN(C/C=C/c2ccccc2)CC1 (centres undefined) | i | 1.3
CC(=O)c1cccc(NC(=O)C(C)OC(=O)c2cc(C)oc2C)c1 (centres undefined) | i | 0.1
COc1ccc(C(NC(=O)C2CCN(C/C=C/c3ccc(OC(C)=O)c(OC)c3)CC2)c2ccccn2)cc1 (centres undefined) | i | 1.2
CCCCNC(=O)C1(C)CCN1C(=O)c1ccc2c(c1)CCO2 (centres undefined) | i | 1.3
O=C1NC(=S)NC1=Cc1ccco1 | i | 0.4
OC1COCOC1C(O)C1OCOCC1O (centres undefined) | i | 1.3
C=C1C(=O)[C@]23C[C@H]1CC[C@H]2[C@]1(C)[C@@H](OC(C)=O)CC[C@@](C)(C(=O)OC)[C@H]1C[C@@H]3OC(C)=O | ? | .
CC[C@]12c3[nH]c4ccc(OC)cc4c3CCN1C(=O)C(CC(=O)NCCCN(C)C)C[C@@H]2C(=O)N1CCN(C(=O)C2CC2)CC1 (some centres undefined) | i | 1.2
COc1ccc(CCNC(=O)c2ccc3c(c2)S(=O)(=O)N=C2CCCCCN23)cc1OC | i | 1.4
CNc1nc(NCCOc2ccccc2Cl)c2sccc2n1 | i | 0.7
COc1ccc(CCC(=O)NNC(=O)c2ccccn2)cc1OC | i | 0.7
C[C@@H]1CN([C@@H](C)CO)C(=O)CCCn2cc(nn2)CO[C@H]1CN(C)C(=O)OCc1ccccc1 | i | 0.4
CC(=O)N1CCC(C(=O)Nc2cc(S(=O)(=O)N3CCCCC3)ccc2C)CC1 | i | 2.3
C[C@@H]1CCCCO[C@@H](CN(C)C(=O)CCCN(C)C)[C@@H](C)CN([C@H](C)CO)C(=O)c2cc(NC(=O)CCC(F)(F)F)ccc2O1 | i | 1.3
O=C(Cc1cccc(NC(=O)C2CCCN(C(=O)c3ccccc3)C2)c1)Nc1ccc(C(=O)N2CCCCC2)cc1 (centres undefined) | i | 0.5

Given with values under each structure: 24 of the compounds above
Results follow in this order: Myeloid diff MLP, Myeloid diff MLP GFP+ MAC1+ %
- Cc1ccc(S(=O)(=O)N2CCN(C(=O)N3CCCCC3)CC2)c(C)c1
    i, 0.7
- C(=C\c1ccccc1)/CN1CCN(C(c2ccnc3ccccc23)c2nnnn2C2CCCC2)CC1 (centres undefined)
    i, 1.2
- Cc1nc2ccccc2nc1CC(O)(c1ccccc1)c1ccccc1
    i, 0.4
- Cc1cc(C)n2nc(SC(C)C(=O)N3CCCC3)nc2n1 (centres undefined)
    i, 0.9
- COc1ccccc1N(CC(=O)Nc1ccc(Br)cc1F)S(=O)(=O)c1cccs1
    i, 1.0
- CC(C)Nc1ncnc2c1ncn2[C@H]1CN(Cc2cccnc2)C[C@@H](CO)O1
    i, 0.9
- CCc1nc2c(OCCn3cccc3)cccn2c1N(C)C(=O)c1cccs1
    i, 1.0
- CC(OC(=O)c1ccccc1C(=O)O)c1ccccc1 (centres undefined)
    i, 0.6
- O=C(Cc1cccc2ccccc12)NN=Cc1ccc2c(c1)CCC2
    i, 1.9
- CC(C)(C)n1nnnc1C(CCc1ccccc1)N1CCN(C/C=C/c2ccccc2)CC1 (centres undefined)
    i, 1.3
- CC(=O)c1cccc(NC(=O)C(C)OC(=O)c2cc(C)oc2C)c1 (centres undefined)
    i, 0.1
- COc1ccc(C(NC(=O)C2CCN(C/C=C/c3ccc(OC(C)=O)c(OC)c3)CC2)c2ccccn2)cc1 (centres undefined)
    i, 1.2
- CCCCNC(=O)C1(C)CCN1C(=O)c1ccc2c(c1)CCO2 (centres undefined)
    i, 1.3
- O=C1NC(=S)NC1=Cc1ccco1
    i, 0.4
- OC1COCOC1C(O)C1OCOCC1O (centres undefined)
    i, 1.3
- C=C1C(=O)[C@]23C[C@H]1CC[C@H]2[C@]1(C)[C@@H](OC(C)=O)CC[C@@](C)(C(=O)OC)[C@H]1C[C@@H]3OC(C)=O
    ?, .
- CC[C@]12c3[nH]c4ccc(OC)cc4c3CCN1C(=O)C(CC(=O)NCCCN(C)C)C[C@@H]2C(=O)N1CCN(C(=O)C2CC2)CC1 (some centres undefined)
    i, 1.2
- COc1ccc(CCNC(=O)c2ccc3c(c2)S(=O)(=O)N=C2CCCCCN23)cc1OC
    i, 1.4
- CNc1nc(NCCOc2ccccc2Cl)c2sccc2n1
    i, 0.7
- COc1ccc(CCC(=O)NNC(=O)c2ccccn2)cc1OC
    i, 0.7
- C[C@@H]1CN([C@@H](C)CO)C(=O)CCCn2cc(nn2)CO[C@H]1CN(C)C(=O)OCc1ccccc1
    i, 0.4
- CC(=O)N1CCC(C(=O)Nc2cc(S(=O)(=O)N3CCCCC3)ccc2C)CC1
    i, 2.3
- C[C@@H]1CCCCO[C@@H](CN(C)C(=O)CCCN(C)C)[C@@H](C)CN([C@H](C)CO)C(=O)c2cc(NC(=O)CCC(F)(F)F)ccc2O1
    i, 1.3
- O=C(Cc1cccc(NC(=O)C2CCCN(C(=O)c3ccccc3)C2)c1)Nc1ccc(C(=O)N2CCCCC2)cc1 (centres undefined)
    i, 0.5

New compounds follow:
SMILES | Myeloid diff MLP | Myeloid diff MLP GFP+ MAC1+ %
CC(C)(C)C(=O)c1c(N)[nH]c(C(=O)c2ccccc2)c1-c1ccc(Br)cc1 | i | 1.1
Cc1ccc(S(=O)(=O)NN=Cc2cc(Cl)ccc2O)cc1 | i | 0.1
CCCCN(C)C(=O)c1sc(=O)n(Cc2cc(Cl)ccc2OC)c1C | i | 2.0
COc1ncnc2c1ncn2CCCN(C)CCc1ccccn1 | i | 0.4
COc1ccc(C2CC(=O)Oc3cc(C)c(Cl)c(C)c32)cc1 (centres undefined) | i | 2.0
O=C(C[C@H]1C[C@@H]2c3cc(NC(=O)Nc4ccccc4)ccc3O[C@@H]2[C@@H](CO)O1)NCC1CC1 | i | 0.8
CCC(C(=O)NC(C)(C)C)n1c(C(c2ccccc2)c2ccccc2)nc2ccccc21 (centres undefined) | i | 2.1
O=C1Nc2ccccc2-n2nnnc2C1N1CCN(c2ccc(C(F)(F)F)cc2[N+](=O)[O-])CC1 (centres undefined) | i | 2.0
CCc1nc2ccc(C(=O)N3CCC(O)(Cc4ccccc4)CC3)cn2c1N(C)C(=O)Cc1ccccc1 | i | 1.2
COc1ccc(F)cc1-c1cc(C(=O)NCc2cc(C(F)(F)F)cc(C(F)(F)F)c2)[nH]n1 | i | 1.5
CC1(C)Cc2c(sc(NC(=O)Cc3ccccc3)c2C#N)C(C)(C)N1 | i | 1.2
O=c1[nH][nH]c2c1[C@H](c1ccc(F)cc1)O[C@H](C1CCCCC1)C2 | i | 0.4
Cc1c(C(=O)NCc2ccc(F)cc2)sc(=O)n1Cc1ccc(Cl)c(Cl)c1 | i | 4.0
CC(C)C[C@H]1CNC(=S)N1CC1CCCN1C[C@H](CC(C)C)N1C[C@H](Cc2ccc(O)cc2)N(CC2CCCCCC2)C1=S (some centres undefined) | i | 0.5
CC(=O)c1ccc(S(=O)(=O)N(CC(=O)NC2CC2)Cc2ccc(F)cc2)cc1 | i | 0.5
CCOC1=C2[C@@H](CN(S(=O)(=O)c3ccccc3C)[C@H]2c2ccc(Cl)cc2)[C@H]2C(=O)NC(=O)[C@H]2C1 | i | 0.9
O=C(Nc1ccc(F)c(Cl)c1)c1cc(C2CCCCN2C(=O)CCCc2ccccc2)on1 (centres undefined) | i | 0.8
O=C(Cc1ccccc1)c1ccc(O)cc1 | i | 0.9
CCCCCCCCNS(=O)(=O)CCNC1CCCCC1 | i | 0.3
CC1(C(=O)NS(=O)(=O)c2ccc(C#N)cc2)CCN1C(=O)CCc1ccc(Cl)cc1Cl (centres undefined) | i | 0.6
COc1cccc(-n2c(SCC(=O)NC3CC3)nc3ccccc3c2=O)c1 | i | 0.6
Cn1c(SCC(=O)N2CC(=O)Nc3ccccc32)nnc1C(F)(F)F | i | 0.6
COc1ccc(CNC(=O)CCNC(=O)C2CCN(S(=O)(=O)c3ccc(OC)cc3)CC2)cc1 | i | 0.9
CCc1nnc(NC(=O)C2CCN(C(=O)c3ccccc3C)CC2)s1 | i | 0.7
C1CC1C(=NN=C(C1CC1)C1CC1)C1CC1 | i | 0.7
O=C(Nc1cccc2c1CCCC2)c1cc(C2CCCCN2C(=O)c2cccs2)on1 (centres undefined) | i | 1.6
Cc1ccc(N(CC(=O)N2CCCCCC2)S(C)(=O)=O)c(C)c1 | i | 1.1
O=C(NCC[C@H]1CC[C@@H](NC(=O)C2CCC2)[C@@H](CO)O1)c1cc(Cl)cc(Cl)c1 | i | 0.7
COc1ccc(S(=O)(=O)N2CCOCC2)cc1NC(=O)COC(=O)CCS(=O)(=O)c1ccc(C)cc1 | i | 2.2
Cc1cccc(C)c1NC(=O)C1(C)CN(S(C)(=O)=O)CC(=O)N1CCCN1CCOCC1 (centres undefined) | i | 4.9

Compound profiles (already shown):
COc1ccc(CNC(=O)CCNC(=O)C2CCN(S(=O)(=O)c3ccc(OC)cc3)CC2)cc1 in the list: Myeloid diff MLP: i; Myeloid diff MLP GFP+ MAC1+ %: 0.9
Cn1c(SCC(=O)N2CC(=O)Nc3ccccc32)nnc1C(F)(F)F in the list: Myeloid diff MLP: i; Myeloid diff MLP GFP+ MAC1+ %: 0.6

New compounds follow.
SMILES | Myeloid diff MLP | Myeloid diff MLP GFP+ MAC1+ %
CN(C)CCNC(=O)c1cccc(-c2cccc3nncn23)c1 | i | 0.8
Cc1cccc(C)c1Cn1c(C)c(C(=O)NCc2ccc(C#N)cc2)sc1=O | i | 2.3
COc1ccc(S(=O)(=O)N2CCC(C(=O)N[C@@H](C)C(=O)N3CCCC3)CC2)cc1 | i | 0.4
Cc1ccc(S(=O)(=O)N2[C@@H](c3cccc(Cl)c3)C(C(=O)OC(C)(C)C)=CC[C@H]2c2ccc(C(C)C)cc2)cc1 | i | 0.6
NNC(=O)CN1C(=O)C2(OCCO2)c2ccccc21 | i | 1.1
CN1CCN(C(=O)c2cc3c(c(-c4cccc(C#CC(C)(C)O)c4)n2)[C@@H](CCO)N(S(=O)C(C)(C)C)C3)CC1 (some centres undefined) | i | 0.8
CC1(Oc2cccc(C#N)c2)CCN(Cc2ccccc2OC(F)F)C1 (centres undefined) | i | 1.2
O=[N+]([O-])c1cccc2cnccc12 | i | 0.7
NC(CCc1ccccc1)c1csc(NC(=O)Nc2cccc(C(F)(F)F)c2)n1 (centres undefined) | i | 0.9
O=C(Cc1ccccc1[N+](=O)[O-])c1ccc2c(c1)OCO2 | i | 1.2
CC1(C(=O)NCc2cccc(Cl)c2)Cc2c(-c3cccc(C(N)=O)c3)ccnc2O1 (centres undefined) | i | 1.4
O=C(NCc1ccc(F)cc1)c1cc(C2CCCCN2C(=O)c2ccc(Cl)cc2)on1 (centres undefined) | i | 1.0
COc1ccc(Cl)cc1C(=O)NNC(=O)C1CCCO1 (centres undefined) | i | 0.6
CCN1CCN(CCNC(=O)c2ccc3c(c2)NC(=O)/C(=C\c2cccc(Cl)c2)S3)CC1 | i | 1.0
CCOc1ccccc1NC(=O)COC(=O)c1c(CC)noc1C | i | 0.3
CC1(C)OC(=O)C2=C(C[C@@H](C3CCCC3)O[C@H]2c2ccc(Cl)cc2)O1 | i | 1.9
COC(=O)c1ccc2c(c1)c(-c1ccccc1)c(-c1ccccc1)n2C | i | 1.8
CC12CC3CC1C(C(=O)O2)C3C(=O)O (centres undefined) | i | 2.3
Cc1cc(=O)oc2cc(OCC(=O)Nc3c(C)n(C)n(-c4ccccc4)c3=O)c(Cl)cc12 | i | 0.4
COc1cc(C(=O)N2CCN(S(=O)(=O)c3ccc(C)cc3)CC2)ccc1OCC(=O)N1CCOCC1 | i | 0.1
O=C(CC(CC(=O)c1ccccc1)c1ccncc1)c1ccccc1 | i | 0.8
COc1ccc(C(O)c2ncc(-c3cccc(OC)c3)[nH]2)cc1 (centres undefined) | i | 0.1
CC(=O)Oc1ccc2c(c1)CCC1C2CCC2(C)C(OC(C)=O)CCC12 (centres undefined) | i | 1.3
